Compound activity deposited in PubChem BioAssay by several laboratories.
P. falciparum M17LAP – P. falciparum M17LAP inhibitors, primary screen, biochemical, fluorogenic H-Leu-NHMec substrate, 1536-well (AID 1619) | recombinant M17LAP, H-Leu-NHMec fluorogenic kinetic assay; higher % means a stronger effect | 220,000 tested, 0.38% active | inhibition, % at 30 µM; hits with a dose series show IC50 in µM;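 active = compound inhibiting the enzyme by more than half at any dose during confirmatory dose-response retesting; inconclusive = strong single-dose inhibitors picked by rank but not retested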;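 also: plate controls were full reaction with DMSO carrier for no effect and no enzyme background for full effect; strong numbers were not always called active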
AID2073 – inhibitors of Mint1-CaV2.2 protein interaction, biochemical, HTRF (AID 2073). 290,000 tested, 0.19% active. HTRF protein-protein interaction, Mint1-CaV2.2; higher % means a stronger effect. inhibition, % at 20 µM, or IC50 in µM where a hit was titrated; in the data active = inhibition mostly above about 51%, no sharp cut-off; inconclusive = no clear call, values can overlap the other calls; inactive = mostly below about 53%; also: some results filed as inactive read as strong as hits
KOR beta-arrestin-1 – KOR agonists, beta-arrestin recruitment, primary screen, cell-based, luminescence, uHTS (AID 1777) | KOR beta-arrestin recruitment, luminescence; higher % means a stronger effect | one-dose activation, % at 10 µM; EC50 in µM for titrated hits | 280,000 tested, 0.02% active; in the data active = activation above about 50%, passing the limit was not always enough; also: a part of the inactive calls stands beside numbers as strong as those of hits
GPR55 activation – selective activators of receptor GPR55 – imaging, U2OS cells, beta-arrestin-GFP redistribution, primary screen (AID 1961). U2OS GPR55 beta-arrestin-GFP redistribution imaging; higher % means a stronger effect. activation, % at 10 µM; hits with a dose series show EC50 in µM. 290,000 tested, 0.048% active;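 active = activation above 40% with more than 50 cells counted in the well; inconclusive = wells holding fewer than 50 cells, flagged as toxic or sparse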;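 also: U2OS osteosarcoma cells stably expressing GPR55 and beta-arrestin-GFP; plate controls were DMSO negative control for no effect and LPI positive control for full effect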
NOD1 inhibition – inhibition of NOD1-driven NF-kB reporter – cell-based, luminescence, uHTS, primary screen (AID 1578); inhibition, % at 4 µM, or EC50 in µM where a hit was titrated; NOD1-driven NF-kB luciferase reporter cells, luminescence; higher % means a stronger effect; 290,000 tested, 1% active; in the data active = inhibition mostly above about 36%, no sharp cut-off; inactive = mostly below about 34%;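 also: HEK-293T reporter cells stimulated with the NOD1 agonist gamma-tri-DAP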
Dynein transport – dynein cargo transport inhibition; 3617.4 mouse cells, GR-EGFP nuclear translocation imaging; test concentration mostly 20 µM; stimulated with dexamethasone, 1 µM; stronger effect = lower value; z-score, hits read low; 220,000 tested, 0.47% active; AID 1381;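 active = plate z-score of nuclear minus cytoplasmic receptor signal below a set negative limit, without overly bright fluorescence or cell loss, cut at about -3.5 in these data, passing the limit was not always enough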;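 also: z-score of nuclear minus cytoplasmic ring GR-EGFP intensity difference per well; some compounds called inactive have numbers as strong as hits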
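Buffer or medium: tet-free, stripped-serum medium; reagent: dexamethasone at 1.0 µM final, 30 min; incubation: 48 h induction, 1 h compound, 30 min dex at 37 °C; measured by: formaldehyde fixation, Hoechst nuclear stain, 10x automated fluorescence imaging; read-out: nuclear-to-cytoplasmic GR-EGFP distribution per well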
HEK293 NOD2/NF-kB – NOD2 signaling inhibitors, cell-based, luminescence, uHTS, HEK293 (AID 1566); HEK293 NOD2/NF-kB luciferase reporter, luminescence; higher % means a stronger effect; one-dose inhibition, % at 4 µM; EC50 in µM for titrated hits; 290,000 tested, 0.63% active; also: many of its hits are not listed in these tables
KOR beta-arrestin-2 – kappa opioid receptor blockers – cell-based, luminescence, uHTS (AID 1778) | 290,000 tested, 0.091% active | inhibition, % at 10 µM; hits with a dose series show IC50 in µM | KOR beta-arrestin recruitment, luminescence, antagonist mode; higher % means a stronger effect; also: strong numbers were not always called active
M1AAP inhibition – P. falciparum M1AAP inhibitors, biochemical, fluorogenic H-Leu-NHMec substrate, 1536-well (AID 1445). recombinant M1AAP, H-Leu-NHMec fluorogenic kinetic assay; higher % means a stronger effect. one-dose inhibition, % at 30 µM; IC50 in µM for titrated hits. 220,000 tested, 0.42% active;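 active = primary inhibition above the hit cutoff, then over 50% inhibition at one or more dose response concentrations, cut at about 23% in these data, passing the limit was not always enough; inconclusive = conflicting primary data, or primary hits not chosen for dose response; inactive = low primary inhibition, or under 50% at every dose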;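 also: plate controls were DMSO full reaction for no effect and no enzyme background for full effect; strong numbers were not always called active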
Dynein transport cytoplasmic EGFP – also measured in Dynein transport; calls as there; z-score; measured here: cytoplasmic GR-EGFP intensity; stronger effect = higher value
Dynein transport nuclear GR-EGFP – recorded beside Dynein transport, whose call it bears; z-score; measured here: nuclear GR-EGFP intensity;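 lower value marks the stronger effect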
Dynein transport cell count – second read-out of Dynein transport, no call of its own (marks repeat the call); z-score; measured here: cell count per field
Numbers without * were called inactive; ? = inconclusive; / = not tested or not shown; [ ] = another dose, or the depositor's remark. Rule as the data show it, unless noted: active = inhibition above about 50%; inactive = the rest. Not all compounds are listed. The share of hits here may be higher or lower than overall.

nr	mol	GPR55 activation	AID2073	Dynein transport	Dynein transport cytoplasmic EGFP	Dynein transport nuclear GR-EGFP	KOR beta-arrestin-1
1	O=C(NCCc1ccccc1)C(=O)NCC1OCCN1S(=O)(=O)c1ccc(F)cc1 (stereo not drawn)	0.0%	6%	/	/	/	-2.6%
2	O/N=C/c1cccc[n+]1CCCCCC[n+]1ccccc1/C=N/O	-0.2%	0%	/	/	/	0.7%
3	COc1ccc(C(=O)Oc2cc(C)[nH]c(=O)c2[N+](=O)[O-])cc1	-0.3%	-13%	0.18	-0.21	1.1	1.9%
4	CCOc1ccccc1NC(=O)C1CCC(=O)N1S(=O)(=O)c1ccc(C)cc1 (stereo not drawn)	-0.1%	-1%	/	/	/	6.4%
5	Cc1[nH]c2ccccc2c1-c1nc2ccccc2[nH]c1=O	-0.2%	1%	/	/	/	0.1%
6	COC(=O)c1ccc(NC(=O)Nc2ccc([N+](=O)[O-])cc2)cc1	0.6%	17%	/	/	/	1.3%
7	CC1(C)Cc2ccccc2C(C(Cc2ccccc2)C(N)=O)=N1 (stereo not drawn)	-0.1%	7%	0.45	0.12	0.72	/
8	C=CCNC(=S)Nc1cc(C)ccn1	0.0%	1%	-0.075	-0.33	0.054	-2.8%
9	Cc1occc1-c1nnc(SCC(=O)Nc2nc(C(C)(C)C)cs2)o1	0.0%	1%	0.76	-0.25	0.47	9.3%
10	CC(C)OP(=O)(OC(C)C)C(NC(=O)c1ccccc1Br)C(N)=O (stereo not drawn)	-0.1%	16%	1.1	-0.23	0.41	-0.5%
11	COc1cccc(NC(=O)C2CCN(Cc3cnn(-c4ccccc4)c3-n3cccc3)CC2)c1	-0.1%	-6%	-0.88	-0.05	-0.21	4.5%
12	COc1ccccc1-n1c(SCC(N)=O)nc2c(c1=O)SCC2	-0.1%	-6%	-0.5	-0.22	-0.27	1.7%

nr	KOR beta-arrestin-2	Dynein transport cell count	M1AAP inhibition	NOD1 inhibition	HEK293 NOD2/NF-kB	P. falciparum M17LAP
1	12%[20 µM]	/	/	-17%	10%	/
2	-38%	/	/	27%	-1%	/
3	-18%	-0.4	-3%	-19%	-2%	-8%
4	-28%	/	/	-30%	-2%	/
5	-24%	/	/	-24%	4%	/
6	-63%[20 µM]	/	/	14%	32%	/
7	6%[20 µM]	-0.69	-5%	-19%	3%	-5%
8	14%	0.51	4%	-27%	13%	2%
9	-12%	-0.066	-3%	7%	-1%	5%
10	17%	-0.37	-3%	-10%	9%	3%
11	-35%	0.76	-2%	5%	-7%	12%
12	-13%	0.47	3%	0%	1%	16%

(list continues)
nr	mol	GPR55 activation	AID2073	Dynein transport	Dynein transport cytoplasmic EGFP	Dynein transport nuclear GR-EGFP	KOR beta-arrestin-1
13	Cc1cc(C)cc(N(C(=O)c2cc3ccccc3oc2=O)C2C=CS(=O)(=O)C2)c1 (stereo not drawn)	0.2%	2%	0.044	-0.23	0.11	-1.0%
14	O=C(O)c1ccccc1C(=O)OCCCCOC(=O)c1ccccc1C(=O)O	0.3%	-13%	-0.45	-0.25	-0.037	/
15	C=CCNC(=O)CCCOc1cccc(C)c1	-0.1%	9%	-0.52	-0.32	0.057	3.2%
16	O=C(Nc1ccccc1)c1snc2c(=O)[nH]cnc12	0.2%	17%	-0.03	-0.18	0.5	-4.2%
17	CC(C)(C)NC(=O)NC(=O)COC(=O)Cc1coc2ccc3ccccc3c12	-0.3%	5%	0.71	-0.25	0.53	-0.7%
18	COc1ccc(NC(=O)N2C3CCCC2CC(NC(=O)c2ccccc2)C3)cc1 (stereo not drawn)	0.2%	-4%	/	/	/	-0.6%
19	CC(=O)Nc1ccc(S(=O)(=O)Nc2nc3nc(-c4ccccc4)cc(-c4ccccc4)n3n2)cc1	-0.2%	47%	/	/	/	3.6%
20	C/C(=N\NC(=O)c1nn(C)cc1Br)c1cccc(NC(=O)C(C)(C)C)c1	-0.1%	-8%	-0.26	0.26	0.14	3.5%
21	CCCCn1cnc2c(cnn2-c2ccc(Cl)cc2)c1=O	-0.2%	-1%	0.2	-0.25	0.33	14%
22	COC(=O)c1ccccc1NC(=O)Cn1cc2c(n1)CCC(C)C2 (stereo not drawn)	-0.1%	4%	0.61	0.017	0.49	-3.0%
23	COc1ccc(NC(=O)c2nc3ccccc3s2)cc1	-0.5%	5%	3	-0.24	0.87	0.2%
24	Cc1ccc2nc(NC(=O)c3cccc(-c4cc5ccccc5oc4=O)c3)sc2c1	-0.1%	23%	0.28	-0.24	-0.23	-3.0%

nr	KOR beta-arrestin-2	Dynein transport cell count	M1AAP inhibition	NOD1 inhibition	HEK293 NOD2/NF-kB	P. falciparum M17LAP
13	0%	0.55	4%	-24%	-5%	8%
14	-12%	0.99	5%	-7%	12%	-16%
15	-4%	0.24	-2%	-27%	-2%	0%
16	-21%[20 µM]	-0.033	/	-33%	-14%	/
17	-13%	-0.32	0%	-26%	10%	-1%
18	-17%	/	/	-18%	3%	/
19	0%	/	/	-14%	-12%	/
20	-47%	-0.9	9%	0%	3%	7%
21	-57%	-0.66	3%	-8%	-44%	4%
22	14%	0.21	-1%	-30%	0%	11%
23	10%	-1.3	13%	-54%	-125%	-9%
24	-7%	1.6	-4%	/	-66%	2%

As a short view, 4 of the compounds above.
nr	mol	GPR55 activation	AID2073	Dynein transport	Dynein transport cytoplasmic EGFP	Dynein transport nuclear GR-EGFP	KOR beta-arrestin-1
21	CCCCn1cnc2c(cnn2-c2ccc(Cl)cc2)c1=O	-0.2%	-1%	0.2	-0.25	0.33	14%
22	COC(=O)c1ccccc1NC(=O)Cn1cc2c(n1)CCC(C)C2 (stereo not drawn)	-0.1%	4%	0.61	0.017	0.49	-3.0%
23	COc1ccc(NC(=O)c2nc3ccccc3s2)cc1	-0.5%	5%	3	-0.24	0.87	0.2%
24	Cc1ccc2nc(NC(=O)c3cccc(-c4cc5ccccc5oc4=O)c3)sc2c1	-0.1%	23%	0.28	-0.24	-0.23	-3.0%

nr	KOR beta-arrestin-2	Dynein transport cell count	M1AAP inhibition	NOD1 inhibition	HEK293 NOD2/NF-kB	P. falciparum M17LAP
21	-57%	-0.66	3%	-8%	-44%	4%
22	14%	0.21	-1%	-30%	0%	11%
23	10%	-1.3	13%	-54%	-125%	-9%
24	-7%	1.6	-4%	/	-66%	2%

(list continues)
nr	mol	GPR55 activation	AID2073	Dynein transport	Dynein transport cytoplasmic EGFP	Dynein transport nuclear GR-EGFP	KOR beta-arrestin-1
25	Cc1ccc(NC(=O)CCCCCCCCCCC2COCCO2)c(C)c1 (stereo not drawn)	0.1%	0%	1.1	-0.086	0.73	6.2%
26	Cc1cc(C)c2c(c1)/C(=N/Nc1ccc(S(N)(=O)=O)cc1[N+](=O)[O-])CCC2	-0.1%	12%	1.7	-0.14	1.5	-1.8%
27	O=C(O)C/C(=C\c1ccc(N2CCOCC2)c([N+](=O)[O-])c1)c1nc2ccccc2s1	-0.2%	38%	-0.4	-0.2	-0.26	-1.3%
28	CCN(c1ccc(NS(=O)(=O)c2cc(Cl)ccc2Cl)cc1)C(C)C	0.2%	-28%	-0.42	-0.28	-0.6	5.9%
29	CCc1ccc(-n2nc3ccc(NC(=O)c4ccc5c(c4)OCO5)cc3n2)cc1	0.2%	14%	0.016	-0.06	0.35	-2.0%
30	Cc1cccc(NC(=S)N(CCN2CCOCC2)Cc2ccccc2F)c1	0.8%	-13%	-0.65	-0.19	-0.38	4.9%
31	CC(C)N=c1scc(-c2ccco2)n1/N=C/c1ccc(O)c(O)c1	1.3%	-20%	-2.1	0.59	-0.61	-1.3%
32	CCc1ccc(OCCCC(=O)Nc2nccs2)cc1	0.2%	-1%	0.74	-0.23	-0.17	-2.8%
33	COC(=O)N/N=C(\C)c1ccccc1OC(F)F	-0.1%	17%	-0.58	-0.23	0.22	0.9%
34	O=C(NC1CCCc2ccccc21)C1CCN(c2c3c(nc4ncnn24)CCC3)CC1 (stereo not drawn)	0.2%	-1%	-0.065	-0.24	0.33	1.6%
35	O=C(CCN1C(=O)C2C3C=CC(C3)C2C1=O)NCC1CCCO1 (stereo not drawn)	-0.2%	9%	-0.4	-0.34	-0.35	-1.8%
36	Cc1ccc(C(=O)NCCNC(=O)c2ccc(F)cc2)cn1	-0.4%	23%	/	/	/	0.7%
37	c1ccc(Sc2nc(N3CCCCC3)nc(N3CCCCC3)n2)nc1	-0.4%	4%	-0.67	-0.21	-0.14	3.2%
38	CCCn1c(-c2cccs2)nc2nc3ccccc3nc21	-0.3%	16%	-0.71	-0.21	-0.96	14%

nr	KOR beta-arrestin-2	Dynein transport cell count	M1AAP inhibition	NOD1 inhibition	HEK293 NOD2/NF-kB	P. falciparum M17LAP
25	-2%	-2	-3%	-3%	6%	-31%
26	-126%[20 µM]	-1.7	-4%	-45%	-33%	-5%
27	-9%	0.7	12%	-2%	19%	38%
28	-5%	0.5	8%	6%	20%	-2%
29	2%	-0.3	-5%	-41%	19%	-13%
30	-52%	0.83	-3%	-27%	-17%	9%
31	32%	-1.3	1%	0%	0%	?
32	-39%[20 µM]	0.54	6%	-4%	-14%	-6%
33	12%	0.85	-2%	-35%	9%	-3%
34	-18%	0.65	3%	-18%	0%	2%
35	7%	0.24	2%	-10%	6%	-8%
36	-31%	/	/	-28%	-6%	/
37	-28%	0.22	6%	3%	-8%	5%
38	-17%	0.55	19%	/	2%	-125%
